Source: PubChem BioAssay (National Center for Advancing Translational Sciences (NCATS))
TbPYK inhibitor: blocks Trypanosoma brucei pyruvate kinase | AID 624173 | TbPYK enzyme, Kinase-Glo Plus ATP luminescence, 45 min | Potency, µM (series often up to 76.8 µM), for the others: at the highest dose activity, negative = inhibition, hits mostly inhibitors | Q57TT1 | hit rate 0.12% among 410,000; note: nearly all actives have a fitted effect of over 50% in size
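Quantitative HTS: titrated library compounds versus trypanosomal pyruvate kinase in TEA buffer (pH 7.2) containing KCl, MgCl2, BSA and Tween-20. Reactions were initiated with ADP, 130 uM final. Kinase-Glo Plus luminescence was read after 45 min at RT.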
Pf growth 48h: P. falciparum growth inhibition at 48 hours (one generation); P. falciparum luciferase growth in erythrocytes, 48 h; hit rate 5.9% among 310,000; Potency, µM (top dose mostly 28.7 µM), inactives show top-dose activity change, negative = inhibition, usual class: inhibitors
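Read-out is firefly luciferase luminescence from an integrated reporter in P. falciparum, so falling signal marks reduced parasite growth. Infected erythrocytes were at 2% hematocrit and 0.1% parasitemia (final) in Albumax-supplemented RPMI 1640.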
Sm TGR inh: S. mansoni TGR enzyme inhibition | purified TGR, DTNB reduction, TNB absorbance 405 nm | Potency, µM (highest dose often 114 µM), for inactives: at the top dose activity change, negative = inhibition, actives largely listed as inhibitors | hit rate 3% among 360,000 | AID 485364; note: nearly all actives have a fitted effect of over 60% in size
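TGR 20 nM + NADPH 100 uM (dispensed conc.), cpd preinc 15 min RT; start with NADPH (500 uM addition) then DTNB (15 mM addition). Kinetic TNB absorbance, 405 nm filter. Four-parameter Hill fit across titration.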
LmPK inhibitor: blocks Leishmania mexicana pyruvate kinase activity; Q27686; Potency, µM (titrated, usually from 57.5 µM), inactives show at the highest dose activity change, negative = inhibition, most hits filed as inhibitors; hit rate 0.37% among 290,000; AID 1721; purified LmPK, Kinase-Glo ATP luminescence, 1 h
Target sequence (Q27686 whole entry, looked up): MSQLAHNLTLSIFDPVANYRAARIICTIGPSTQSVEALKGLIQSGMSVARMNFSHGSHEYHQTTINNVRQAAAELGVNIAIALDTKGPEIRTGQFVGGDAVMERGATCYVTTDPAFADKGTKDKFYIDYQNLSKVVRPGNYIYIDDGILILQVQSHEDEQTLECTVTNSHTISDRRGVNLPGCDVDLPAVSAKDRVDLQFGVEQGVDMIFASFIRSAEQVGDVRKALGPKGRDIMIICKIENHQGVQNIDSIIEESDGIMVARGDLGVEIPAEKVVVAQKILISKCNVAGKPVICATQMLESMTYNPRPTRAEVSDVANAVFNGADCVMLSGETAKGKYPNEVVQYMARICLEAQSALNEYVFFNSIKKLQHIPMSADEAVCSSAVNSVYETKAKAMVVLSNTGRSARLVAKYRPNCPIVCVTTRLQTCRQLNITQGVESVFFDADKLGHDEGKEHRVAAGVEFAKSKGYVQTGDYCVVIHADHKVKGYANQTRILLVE
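Screened at intermediate enzyme activity to detect both inhibitors and activators: LmPK at 0.1 nM, with a 0.5 nM enzyme column as activation reference. PEP 0.5 mM, ADP 0.1 mM; ATP detected by luminescence after 1 h.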
HCV inhibitor: inhibitors of hepatitis C virus infection; Huh7.5.1 HCVcc-Cre infection, luciferase reporter, 44 h; Potency, µM (top dose mostly 41.8 µM), inactives show at the top dose activity change, negative = inhibition, usual class: inhibitors; hit rate 3.4% among 340,000
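Cells seeded at 1,000/well and cultured 4 h, then compounds added followed by HCVcc-Cre virus (~0.5 moi). After 44 h further culture, luciferase substrate was added, plates held 15 min at room temperature, and luminescence read for 15 sec.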
Pf growth 96h: P. falciparum growth inhibition at 96 hours; P. falciparum luciferase reporter growth, 96 h; Potency, µM (highest dose often 28.7 µM), for the others: at the top dose activity change, negative = inhibition, actives largely listed as inhibitors; hit rate 6.9% among 320,000; AID 504834
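Two parasite generations (96 h, 37 C, 5% CO2) of compound exposure in infected erythrocytes (0.05% parasitemia, 2% hematocrit). Luciferase-reporter P. falciparum; decreased luminescence indicates inhibited growth, aimed at apicoplast-acting delayed death.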
Numbers without * were called inactive; ? = inconclusive; nt = not tested or not shown; & = joins results of further samples; [ ] = dose if it differs, or a comment. Calls come from the whole dose curve; as a rule, active = well fitted curve in the direction sought with a large enough effect; inconclusive = small, poorly fitted or top-dose-only effect, or another doubt; inactive = no such curve, though single readings can be large; an effect the other way counts as inactive or inconclusive. % is set by controls: 0 for no effect and ±100 for the full control effect; potency is the fitted concentration of half-maximal effect.

Every second line gives: TbPYK inhibitor, Sm TGR inh, Pf growth 48h, Pf growth 96h, HCV inhibitor, LmPK inhibitor
> CC(=O)c1ccc2c(c1)C1C=CCC1C(C(=O)O)N2 (centres undefined)
 : -20%, ?, 33%[activator], 22%, -6%, -20%
> N#Cc1nc(Cc2ccccc2)oc1N1CCCC1
 : 0%, -12%, -7%, -15%[5.75 µM], 24%, -1%
> O=C(Nc1cccnc1Cl)c1cccc(S(=O)(=O)N2CCOCC2)c1
 : 1%, -1%, 11%, 11%, 3%, -1%
> COc1ccc(C2N(c3cc(Cl)ccc3OC)C(=O)C3CCCN32)cc1OC (centres undefined)
 : -1%, 0%, nt, ?, 7%, 6%
> Cc1occc1C(=O)Nc1cccc(C(F)(F)F)c1
 : 8%, ?, 6%, 19%, -27%, 10%
> Cc1ccc(OCC(O)CN2CCOCC2)c(C)c1 (centres undefined)
 : 9%, 3%, 18%, ?, 3%, 0%
> COC(=O)COc1ccc(-n2cnnn2)cc1
 : 0%, 15%, -11%[5.75 µM], 15%, 14%, 1%
> Cc1cc(C)c2cc(CN(CCO)C(=O)Nc3ccc(F)cc3)c(=O)[nH]c2c1
 : 3%, -3%, ?, ?, 1%, 2%
> COC(=O)c1[nH]c(C)c(/C(O)=C2\C(=O)C(=O)N(CCN(C)C)C2c2ccccc2OC)c1C (centres undefined)
 : -3%, -34%, 13%, 10%, 16%, 0%
> COc1ccc(CNC(=O)C2CCC(=O)N2C(C)C)c(OC)c1 (centres undefined)
 : 3%, 9%, 3%, ?, 13%, -4%
> O=C(NCc1ccco1)/C(=C/c1ccc(Cl)cc1)NC(=O)c1ccco1
 : 3%, 9%, 41%[activator], 9%, 22%, -1%
> NC(=O)Nc1cc(Cl)ccc1Cl
 : 1%, -4%, 91%[activator], -20%, 31%[activator], 5%
> COc1ccc(C(=O)N2CCN(C(C)=O)CC2)cc1S(=O)(=O)NCc1ccc(Cl)cc1
 : 1%, 0%, -15%, nt, 13%&20%, 0%
> CCc1ccccc1NC(=O)C1CCCN(S(=O)(=O)c2c(C)noc2C)C1 (centres undefined)
 : 0%, 4%, ?, -29%, -21%, 7%
> CN1C(=O)CSc2ccc(NC(=O)NCc3cccnc3)cc21
 : 1%, 1%, -28%, -27%, ?, 4%
> Cc1cc(=O)oc2cc(OCC(=O)N3CCN(C(=O)C4COc5ccccc5O4)CC3)c(Cl)cc12 (centres undefined)
 : 0%, 3%, -15%, 13µM*, ?, 0%
> Cc1ccc(S(=O)(=O)N/N=C/c2ccc(C(=O)O)cc2)cc1
 : 0%, 0%, 31%[activator], 12µM*, 19%, -1%
> CCOc1ccc(CCNC(=O)c2cc(C)nc3ccccc23)cc1OCC
 : 0%, -2%, -22%, ?, ?, -7%
> COc1ccc(C(=O)NCCN2CCCC2)cc1[N+](=O)[O-]
 : 1%, -11%, ?, 2.6µM*, 3%, 2%
> CCc1cc(=O)oc2cc(OCC(=O)N3CCc4ccccc43)ccc12
 : nt, -2%, 20%, 75%[activator], nt, 4%
> Cc1ccc(CSCCNC(=O)c2cccc([N+](=O)[O-])c2)cc1
 : -4%, -7%, 33%[activator], 16%, -6%, -2%
> COc1cccc(NC2=CC(=O)CC(C)(C)C2)c1
 : 1%, -23%, 15%, 132%[activator], -15%, -14%
> CNC(=S)NNC(=O)Cc1ccc(OC)c(OC)c1
 : -16%, 11%, 20%, ?, 18%, 1%
> c1ccc(NC2=NCCS2)cc1
 : -2%, 5%, 13%, 6%, 6%, 7%
> Cc1nnc(SCC(=O)N/N=C/c2ccc(-c3ccc(C)c(Cl)c3)o2)s1
 : -10%, -34%, 17%, ?, 1%, -1%
> Cc1cc(-c2csc(N)n2)c(C)n1-c1ccc(Cl)c(Cl)c1
 : -11%, -17%, 4%, -27%, ?, 5%
> Cc1ccc2c(c1)N(Cc1cccc(C#N)c1)C=NS2(=O)=O
 : -4%, -1%, -7%, 28%, 9%, -2%
> COc1ccc(NC(=O)CSCC(=O)NCc2cccc(C(F)(F)F)c2)cc1
 : -4%, -9%, -1%, ?, -40%, nt
> CC1(C)CC(=O)C(N=Nc2cc(Cl)c(Cl)c(Cl)c2)=C(O)C1
 : -5%, -1%, nt, 24%, -28%, -1%
> COc1ccc(N(C(=O)c2ccco2)C(C(=O)NC2CCCC2)c2cc(OC)c(OC)c(OC)c2)cc1 (centres undefined)
 : -2%, 5%, ?, ?, -27%, -2%
> CCOc1ccc(OCC)c(NC(=O)CCn2c(=O)oc3ccccc32)c1
 : -10%, 11%, 32%[activator], ?, ?, 0%
> CC1C(=O)N2CCCc3cc(S(=O)(=O)Nc4ccccc4F)cc1c32 (centres undefined)
 : 0%, 0%, -2%, 65%[activator], ?, nt
> O=C(c1ccc(S(=O)(=O)N2CCCCCC2)cc1)N1CCN(c2ccccc2)CC1
 : 3%, -5%, ?, -17%, -2%, 8%
> CCc1c(C)nc(SC(C(=O)O)c2ccccc2)c(C#N)c1C (centres undefined)
 : 3%, -12%, 35%[activator], ?, 38%[activator], 4%
> Cc1cccc([C@@H]2[C@@H]3C(=O)N(Cc4ccccc4)C(=O)[C@@H]3[C@]3(C)C(=O)N(c4cccc(Cl)c4)C(=O)N23)c1
 : 1%, -10%, ?, -100%, 2%, -3%
> c1ccc2[nH]c(-c3cscn3)nc2c1
 : -6%&8%, 10%, 85%&86%[activator], 14%&86%, -12%[8.37 µM], ?
> Cc1ccc(OCC(=O)Nc2cc(C(C)(C)C)on2)cc1C
 : 1%, -18%, 5.2µM*, 6%, -18%, -8%
> c1ccc(-c2csc3nnc(SCc4ccc5c(c4)OCO5)n23)cc1
 : -22%, 3%, ?, 259%[activator], ?, 1%
> CC(=O)Nc1ccc(SC[C@H](C)CN2CC[C@H](O)CCC2=O)cc1
 : -9%, -20%, 36%[activator], 26%, 19%, nt
> CN1CCN(c2ccc(S(=O)(=O)C(F)(F)F)cc2[N+](=O)[O-])CC1
 : 24%, -1%, 16%, ?, -18%, -7%
> CCOc1ccc(CCNC(=O)Cn2c(-c3nonc3N)nc3ccccc32)cc1OCC
 : 5%, 8%, ?, ?, 14µM*, -15%
> Cc1ccc(CN2CCN(Cc3cc(=O)c4ccccc4[nH]3)CC2CCO)o1 (centres undefined)
 : 1%, ?, -31%, ?, 11%, -5%
> COc1cc2[nH]c3c(OC)ncnc3c2cc1OC
 : -7%, 3%, 4%, 24%, -13%, -6%
> COc1cc(/C=N/NC(=O)c2[nH]nc3c2CCc2ccccc2-3)ccc1O
 : -7%, -7%, 55%[activator], ?, 1%, -4%
> CC1c2cc3c(cc2CCN1S(=O)(=O)c1ccccc1)OCCCO3 (centres undefined)
 : -1%, -24%, 9%, -11%, -3%, 7%
> CC1CC(C)CN(S(=O)(=O)c2ccc(C(=O)NCc3ccco3)cc2)C1 (centres undefined)
 : -1%, -30%, ?, 8.3µM*, ?, 4%
> Cc1ccc(NC(=O)CN(C)C(=O)CNC(=O)c2sc3ccccc3c2Cl)cc1
 : -7%, -5%, 14%, 22%, ?, nt
> CCN(CC)CCOC(=O)c1ccc(NC(=O)C2(c3ccccc3)CCCC2)cc1
 : 2%, -5%, ?, 48%[activator], ?, 3%
> CCCn1cc(NC(=O)c2cc3n(n2)C(C(F)(F)F)CC(c2ccccc2)N3)cn1 (centres undefined)
 : -6%, 6%, -22%, nt, -4%, -2%
> O=C(CN1CCN(c2ccc(F)cc2)CC1)Nc1ccc(F)c(F)c1
 : -6%, 9%, 7%, 2%, -4%, 12%
> CNC(=O)c1cc(S(=O)(=O)NC2CCCCCC2)ccc1C
 : 2%, 1%, -3%, 5%, 9%, 0%
> COc1cc(N=c2c([N+](=O)[O-])nn(-c3ccc4c(c3)OCCO4)n2O)cc(OC)c1
 : 6%, ?, 37%[activator], ?, ?, -1%
> Fc1cccc2sc(Nc3nc4cc5c(cc4s3)OCO5)nc12
 : -5%, -33%, 121%[activator], 117%[activator], 1%, -8%
> NC(=O)C1CCN(C(=O)C2c3ccccc3C(=O)N3CCc4ccccc4C23)CC1 (centres undefined)
 : -1%, 3%, -2%, -25%, nt, 4%
> Cc1cccc(/N=C/c2c(O)cc(C)oc2=O)n1
 : -6%, -24%, 16%, 15%, 3%, 3%
> CSc1nc2ccc(NC(=O)NC(=O)c3c(F)cccc3F)cc2s1
 : 1%, -1%, 88%[activator], 118%[activator], 0%, -3%
> CC(OC(=O)CCc1c[nH]c2ccccc12)C(=O)c1ccccc1 (centres undefined)
 : 1%, 11%, 8%, ?, 17%, -5%
> COc1ccc(CCN2C(=O)N(c3ccc(OC)cc3)C(=O)C2CC(=O)Nc2ccccc2)cc1 (centres undefined)
 : 2%, 4%, ?, -14%, -14%, 4%[11.5 µM]
> O=C(c1ccccc1F)N1CCN(C2CCC(c3ccccc3)CC2)CC1 (centres undefined)
 : 11%, 1%[57.1 µM], -5%, ?, ?, -2%
> COc1ccc(NC(=O)C2CC(c3cc(OC)c(OC)c(OC)c3)=NO2)cc1OC (centres undefined)
 : 3%, 0%, nt, ?, -10%, -6%

Arranged by formula weight (lowest first): part of the list above
Every second line gives: TbPYK inhibitor, Sm TGR inh, Pf growth 48h, Pf growth 96h, HCV inhibitor, LmPK inhibitor
> CNC(=O)c1cc(S(=O)(=O)NC2CCCCCC2)ccc1C
 : 2%, 1%, -3%, 5%, 9%, 0%
> O=C(CN1CCN(c2ccc(F)cc2)CC1)Nc1ccc(F)c(F)c1
 : -6%, 9%, 7%, 2%, -4%, 12%
> O=C(c1ccc(S(=O)(=O)N2CCCCCC2)cc1)N1CCN(c2ccccc2)CC1
 : 3%, -5%, ?, -17%, -2%, 8%

Next part.
Every second line gives: TbPYK inhibitor, Sm TGR inh, Pf growth 48h, Pf growth 96h, HCV inhibitor, LmPK inhibitor
> O=C(Cn1cnc2ccccc2c1=O)NCC(=O)N1CCN(c2ccccn2)CC1
 : -17%, 5%, 13%, 140%[activator], -14%, -13%
> O=S(=O)(c1ccc(Cl)cc1)N(CCCN1CCOCC1)Cc1cccs1
 : 4%, 1%, -9%, -8%, -8%, 1%
> COc1ccc(CC(=O)Nc2ccccc2C(C)=O)cc1S(=O)(=O)N1CCOCC1
 : -5%, -5%, ?, ?, 18%, nt
> C=CCn1c(Cc2ccc(OC)cc2)nnc1SCC(N)=O
 : -2%, -26%, 20%, nt, 9%, -4%
> COc1ccc(Nc2nc(-c3ccccc3)nc3ccccc23)cc1
 : 0%, 13%, ?, ?, ?, -1%
> CCCOC(=O)c1sc2nc3c(cc2c1N)C(=O)CCC3
 : -15%, -2%, 108%[activator], nt, 12%, 3%
> CC(=O)NCCc1ccc(C(=O)Cn2cnc3ccccc3c2=O)cc1
 : -6%, -1%, 44%[activator], 24%, -3%, -3%
> NC(=O)c1ccc(NC(=O)c2cnc3ccccc3n2)cc1
 : 1%, 0%, 88%[activator], 96%[activator], 25%, -4%
> CC1CC(C)(C)NC(=S)N1CCCC(=O)NCc1ccccc1 (centres undefined)
 : 2%, 3%, 6%, ?, 11%, -13%

Compounds above containing a cyano group, in the order listed:
Every second line gives: TbPYK inhibitor, Sm TGR inh, Pf growth 48h, Pf growth 96h, HCV inhibitor, LmPK inhibitor
> N#Cc1nc(Cc2ccccc2)oc1N1CCCC1
 : 0%, -12%, -7%, -15%[5.75 µM], 24%, -1%
> Cc1ccc2c(c1)N(Cc1cccc(C#N)c1)C=NS2(=O)=O
 : -4%, -1%, -7%, 28%, 9%, -2%
> CCc1c(C)nc(SC(C(=O)O)c2ccccc2)c(C#N)c1C (centres undefined)
 : 3%, -12%, 35%[activator], ?, 38%[activator], 4%
